Compound activity as filed in PubChem BioAssay.
Lipid storage S3: qHTS Assay for Lipid Storage Modulators in Drosophila S3 Cells; Potency in µM for hits, for the others lipid storage change, negative = inhibition, % at the top dose, mostly 46.1 µM; hit rate 0.64% among 320,000; AID 2685; Drosophila S3 cells, BODIPY lipid droplet fluorescence, 18-24 h; cells fed with added oleic acid; active = well fitted inhibition curve with a large enough effect in the signal ratio, with a control signal flat, not every such curve was filed as active; inconclusive = small, poorly fitted or top-dose-only effect, or effect the other way, or a change in a side signal; the % refers to the signal ratio
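Drosophila S3 cells got compounds at several concentrations plus oleic acid (400 uM solution). Laser-scanning cytometry with 488 nm excitation read lipid droplets at 500-530 nm and cells at 575-640 nm. Percent activity was relative to 20 uM Triacsin C.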
Lipid storage S3 cell count max: also measured in Lipid storage S3; calls as there; cell number change, %; measured here: cell count max response;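 cells counted by Cell Tracker Red CMTPX staining in the red channel; peak over a dose series mostly up to 46.1 µM; percent activity relative to internal control wells on each plate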
* = called active by the depositor; i = inactive; ? = inconclusive; nt = not tested or not shown. % is scaled to controls: 0 for no effect and ±100 for the full control effect; potency is read from the fitted curve at half-maximal effect. The list is partial, so the mix of outcomes need not match the whole.

The first seven records, to show the layout:
Order of results: Lipid storage S3 | Lipid storage S3 cell count max
COc1ccc(OC)c(S(=O)(=O)N2CCC(C(=O)N3CCN(Cc4ccccc4)CC3)CC2)c1
→ 8.2µM* | -37*
Cc1[nH]n(-c2cccc([N+](=O)[O-])c2)c(=O)c1-c1ccccc1
→ ? | nt
CN(CC(=O)N1CCN(Cc2ccccc2)CC1)S(=O)(=O)c1ccc(F)cc1
→ ? | nt
Cc1onc(-c2ccccc2Cl)c1C(=O)Nc1ccc(Cl)cn1
→ 0% | 1
CCC(=O)N1CCc2nc(-c3ccccc3)sc2C1
→ 12% | 0
O=C(CN(c1ccc(Cl)c(C(F)(F)F)c1)S(=O)(=O)c1ccccc1)N/N=C/c1cccc2c1OCCO2
→ ? | nt
O=C(CCC1N=C2c3ccccc3N=C(SCc3ccc(F)cc3)N2C1=O)NCc1ccco1 (stereo not drawn)
→ ? | nt

The list itself, from the first entry:
Order of results: Lipid storage S3 | Lipid storage S3 cell count max
COc1ccc(OC)c(S(=O)(=O)N2CCC(C(=O)N3CCN(Cc4ccccc4)CC3)CC2)c1
→ 8.2µM* | -37*
Cc1[nH]n(-c2cccc([N+](=O)[O-])c2)c(=O)c1-c1ccccc1
→ ? | nt
CN(CC(=O)N1CCN(Cc2ccccc2)CC1)S(=O)(=O)c1ccc(F)cc1
→ ? | nt
Cc1onc(-c2ccccc2Cl)c1C(=O)Nc1ccc(Cl)cn1
→ 0% | 1
CCC(=O)N1CCc2nc(-c3ccccc3)sc2C1
→ 12% | 0
O=C(CN(c1ccc(Cl)c(C(F)(F)F)c1)S(=O)(=O)c1ccccc1)N/N=C/c1cccc2c1OCCO2
→ ? | nt
O=C(CCC1N=C2c3ccccc3N=C(SCc3ccc(F)cc3)N2C1=O)NCc1ccco1 (stereo not drawn)
→ ? | nt
O=C(CCNS(=O)(=O)c1c(Cl)cccc1Cl)OCC(=O)c1ccccc1
→ ? | nt
Cc1ccc2nc(NC3=NCN(Cc4ccccc4)CN3)nc(C)c2c1
→ -5% | 16
CC(=O)N1N=C(c2cccnc2)OC1c1ccc(C(C)C)cc1 (stereo not drawn)
→ 3% | nt
O=C(NC1CCCC1)C(c1ccccc1F)N(C(=O)c1csnn1)C1CC1 (stereo not drawn)
→ ? | nt
COc1ccc(CNc2nc(SC)n[nH]2)cc1OC
→ -25% | 13
CCc1ccccc1NC(=O)CNC(=O)CSC(=S)N1CCCC1
→ 15% | -5
COc1ccccc1C1CN(c2ccccc2)N=C1c1cccs1 (stereo not drawn)
→ -20% | 0
Cc1cc(C)nc(NC(=O)c2cc(Br)ccc2Cl)n1
→ 8% | 7
Cc1cc(N2CCN(S(=O)(=O)c3ccc4c(c3)OCCO4)CC2)n2ncnc2n1
→ 7% | nt
Cc1cccc(-n2c(SCC(N)=O)nnc2-c2ccccn2)c1C
→ ? | nt
Cc1ccsc1/C=N/NC(=O)c1cccc(S(=O)(=O)Nc2ccccc2Cl)c1
→ ? | nt
Cc1ccccc1C(=O)NCCN1CCOCC1
→ 24% | 22
O=C(NCc1cccnc1)c1ccc(-c2ccc(Cl)cc2)o1
→ 2% | -6

Later entries:
Order of results: Lipid storage S3 | Lipid storage S3 cell count max
CCCCn1nnnc1SCC(=O)Nc1cccc(C)c1
→ i | 5
CCOC(=O)c1c(NC(=O)C(F)(OC)C(F)(F)F)sc(C(=O)N2CCCCC2)c1C (stereo not drawn)
→ 12% | -2
CS(=O)(=O)c1ccc(S(=O)CC(=O)OCc2ccccc2)c([N+](=O)[O-])c1 (stereo not drawn)
→ 29µM* | -65*
CN1CCCC(CC2Oc3ccccc3Sc3ccccc32)C1 (stereo not drawn)
→ ? | nt
COc1ccc(-n2c(N)c(Br)c(=O)[nH]c2=O)cc1
→ ? | nt
Cn1c(CCNC(=O)c2ccc(Cl)cc2)n[nH]c1=S
→ -24% | -13
CCOC(=O)c1c(NC(=O)C2C3C=CC(C3)C2(C)C(=O)O)sc2c1CCCC2 (stereo not drawn)
→ ? | nt
CCC(=O)Nc1ccc(C(=O)n2nc(C)cc2C)cc1
→ 19% | 12
Cc1cccc(OCc2nnc(SCC(=O)Nc3nccs3)o2)c1
→ -2% | 20
CCOC(=O)Cn1c(C)[n+](CC(=O)c2ccccc2)c2ccccc21
→ ? | nt
COc1ccc(Cl)cc1S(=O)(=O)N(C)CC(=O)NCCCn1ccnc1
→ ? | nt
Cc1ccc(C(=O)CC2(O)C(=O)N(Cc3ccccc3)c3ccccc32)o1 (stereo not drawn)
→ ? | nt
O=C(O)CC1S/C(=N/N=C2CCCCC2)N(c2ccccc2)C1=O (stereo not drawn)
→ ? | nt
CCOC(=O)N1CCN(c2cc3nccnc3cc2F)CC1
→ ? | nt
CC(C)Oc1ccc(CCc2nnc(SC(C)C(=O)O)n2-c2ccccc2)cc1 (stereo not drawn)
→ ? | nt
COc1ccc(/C=C/C(=O)c2ccc3c4c(cccc24)CC3)cc1OC
→ 30% | nt
O=S(=O)(c1ccc(OCc2nc3ccccc3s2)c(Cl)c1)N1CCOCC1
→ ? | nt
Cc1cc(C(=O)NCC(=O)OCC(=O)N(C)C2CCCCC2)ccc1[N+](=O)[O-]
→ ? | nt
COc1cc(C(=O)OC(C)C(=O)NCC2CCCCC2)cc(NC(=O)c2ccco2)c1OC (stereo not drawn)
→ -1% | -8
CCc1ccc(S(=O)(=O)N2CCN(c3ncccn3)CC2)cc1
→ -11% | 13

The listing continues:
Order of results: Lipid storage S3 | Lipid storage S3 cell count max
CCCCNC(=O)C1CCC(CNS(=O)(=O)c2ccc(C)cc2)CC1 (stereo not drawn)
→ ? | nt
CC(C)C(NC(=O)/C=C/c1cccc([N+](=O)[O-])c1)C(C)C
→ ? | nt
COc1ccc(C(=O)Nc2ccc(Cl)cc2C(=O)NCc2ccco2)cc1OC
→ ? | nt
CC1CC(C)CN(C(=O)CCNS(=O)(=O)c2cccs2)C1 (stereo not drawn)
→ ? | nt
Cn1c(Nn2cnnc2)nc2ccccc21
→ ? | nt
O=C(O)/C=C/C(=O)Nc1ccc(SC(F)(F)C(F)(F)C(F)(F)F)cc1
→ ? | nt
Cc1cc(C)nc(NC(=O)c2ccc(Cl)cc2[N+](=O)[O-])c1
→ ? | nt
CN(C)c1cccc(C(=O)N/C=C/n2cnc3cc(C(F)(F)F)ccc32)c1
→ -15% | -17
O=C(/C=C/c1ccccc1)NNC(=O)c1cccnc1
→ -5% | 12
O=C(Cc1ccccc1)NNC(=S)NC(=O)c1cccs1
→ 0% | 4
Cc1csc2nc(SCC(=O)N3CCN(c4ccccc4)CC3)[nH]c(=O)c12
→ i | -27
Cc1ccc(OCC(=O)Nc2ccc(N3CCN(S(C)(=O)=O)CC3)cc2)cc1C
→ ? | nt
NC(=O)C1CCN(C(=O)COc2cccc3cccnc23)CC1
→ -11% | 3
O=C1CCCC2=C1C(c1ccccn1)Nc1ccc(C(=O)c3ccccc3)cc1N2 (stereo not drawn)
→ ? | nt
O=c1c2ccccc2nc(SCc2cc(F)ccc2F)n1C1CCCC1
→ 8% | 1
Cc1ccsc1C(=O)OC(C)C(=O)NC1CCCCC1C (stereo not drawn)
→ ? | nt
COCCCn1c(SCC(=O)NC2CCCCC2)nnc1-c1ccco1
→ ? | nt
CCCc1ccc(C(C)NC(=S)NCc2ccc(F)cc2)cc1 (stereo not drawn)
→ ? | nt
CC(C)(C)NC(=O)CN(CC1CCCO1)C(=O)CNS(=O)(=O)c1ccc(F)cc1 (stereo not drawn)
→ ? | nt
Cc1ccc(N2CC(C(=O)N3CCC(C(=O)Nc4nnc(C(C)(C)C)s4)CC3)CC2=O)cc1 (stereo not drawn)
→ ? | nt

Continued.
Order of results: Lipid storage S3 | Lipid storage S3 cell count max
CCN(C(=O)CN1CCN(S(=O)(=O)c2cc(Cl)ccc2Cl)CC1)c1c(N)n(Cc2ccccc2)c(=O)[nH]c1=O
→ ? | nt
CCN(CC(=O)Nc1cccc(S(=O)(=O)N2CCCC2)c1)CC(=O)Nc1ccccc1OC
→ 29% | 5
Cc1nnc(SCC(=O)N2CCN(c3ccccc3)CC2)n1C1CC1
→ ? | nt
Cc1nc2nc(SCC(=O)NCCCN3CCOCC3)nn2c(C)c1Cc1ccccc1
→ ? | nt
O=C(Nc1ccc(C(=O)N2CCCC2)cc1)c1ccc(F)cc1Cl
→ 20% | -2
CCN(CC)S(=O)(=O)c1ccc(NC(=O)c2ccc(N(C)S(C)(=O)=O)cc2)cc1
→ 0% | -9
COc1cccc(-n2c(CN3CCN(c4cccc(C)c4)C(C)C3)nc3ccc([N+](=O)[O-])cc3c2=O)c1 (stereo not drawn)
→ 8% | 4
O=C(NCCc1csc(-c2ccccc2)n1)c1ccco1
→ ? | nt
CC(=O)NCCNC(=O)c1ccc(-n2c(C)ccc2C)cc1
→ 7% | -1
CN(CC(=O)NC(=O)NCc1ccco1)Cc1nc2ccccc2c(=O)[nH]1
→ 11% | 1
CCCCC(NS(=O)(=O)c1ccc(OC)cc1)C(=O)O (stereo not drawn)
→ 3% | 26
Cc1c(C(=O)NCc2ccco2)oc2c(F)cccc12
→ ? | nt
CC(=O)c1c(C)[nH]c(C(=O)COC(=O)c2cccnc2Cl)c1C
→ ? | nt
Cc1ccc(-c2nnc(Nc3ccc(O)cc3)c3ccccc23)cc1S(=O)(=O)NCCO
→ ? | nt
CCn1cc(C(=O)N2CCN(c3cccc(Cl)c3)CC2)c2cc(OC)c(OC)cc2c1=O
→ ? | nt
Cc1cc(C)c(S(=O)(=O)N(CC(=O)NCc2cccnc2)C2CCCCC2)c(C)c1
→ i | -16
CS(=O)(=O)N(CC(=O)N1CCC(C(N)=O)CC1)Cc1ccc(Cl)c(Cl)c1
→ i | nt
O=C(NCc1ccccc1)C1CCCN(C(=O)NCc2ccccc2)C1 (stereo not drawn)
→ ? | nt
CCOc1ccc(-c2cc(C(=O)N/N=C/c3cccnc3)c3ccccc3n2)cc1
→ ? | nt
COC(=O)c1cc(CC(=O)c2ccc(O)cc2O)c(C)o1
→ 7% | 9

An excerpt from above in order of the Lipid storage S3 value, smallest number first:
structure	Lipid storage S3	Lipid storage S3 cell count max
CC(=O)NCCNC(=O)c1ccc(-n2c(C)ccc2C)cc1	7%	-1
COc1cccc(-n2c(CN3CCN(c4cccc(C)c4)C(C)C3)nc3ccc([N+](=O)[O-])cc3c2=O)c1 (stereo not drawn)	8%	4
O=C(Nc1ccc(C(=O)N2CCCC2)cc1)c1ccc(F)cc1Cl	20%	-2

The results go on:
Order of results: Lipid storage S3 | Lipid storage S3 cell count max
Cc1sc2nc(SCC(=O)N3CC(C)OC(C)C3)n(C)c(=O)c2c1C (stereo not drawn)
→ ? | nt
COc1ccc(/C=C/C(=O)Nc2ccc(S(=O)(=O)N3CCOCC3)cc2)c(OC)c1
→ i | -12
CC1(C)Cc2ccccc2-c2nc(NCCCO)n(-c3ccccc3)c(=O)c21
→ ? | nt
OC1(C#CCN2CCCC2)c2ccccc2-c2ccccc21
→ 5% | -6
CCn1cc(CN2CCCC(CO)(Cc3cccc(Cl)c3)C2)cn1 (stereo not drawn)
→ 10% | 4
COc1ccc(C2/C=C\CN(C(=O)C3CCCC3)CC(=O)N2Cc2ccc(F)cc2)cc1 (stereo not drawn)
→ 8% | 0
COc1ccc(-c2c[n+](CC(=O)OC3CC(C)CCC3C(C)C)c3n2CCC3)cc1 (stereo not drawn)
→ ? | nt
O=C(NC(Cc1ccccc1)C(=O)O)/C(=C/c1ccc([N+](=O)[O-])cc1)NC(=O)c1ccc(Br)o1 (stereo not drawn)
→ ? | nt
CN(CC(=O)Nc1ccc2c(c1)OCCO2)Cc1nc2ccccc2c(=O)[nH]1
→ 11% | -10
COc1ccccc1N1CCN(Cc2nc(N)nc(Nc3ccccc3)n2)CC1
→ 19% | -15
CN(CC(=O)Nc1ccc(Cl)c(Cl)c1)Cc1nnc(-c2ccc(F)cc2)o1
→ 6% | -7
CN(C)c1ccc(N=Nc2ccccc2C(=O)OCC(=O)NCC2CCCCC2)cc1
→ ? | nt
Cc1[nH]n(-c2cccc(Cl)c2)c(=O)c1-c1ccccc1
→ ? | nt
Cc1cc(NS(=O)(=O)c2ccc(NC(=O)C(C)Oc3ccccc3Cl)cc2)no1 (stereo not drawn)
→ ? | nt
CCOC(=O)C1CCN(C(=O)N(C)C)CC1
→ ? | nt
Cc1nnc(SCCn2c(N3CC(C)CC(C)C3)nc3c2c(=O)[nH]c(=O)n3C)s1 (stereo not drawn)
→ ? | nt
CCN1C(=O)/C(=C/N2CCc3ccccc3C2)SC1=S
→ 19% | 1
COc1cc(OC)c(S(=O)(=O)Nc2ccccc2C(=O)O)cc1S(=O)(=O)Nc1ccccc1C(=O)O
→ -29% | 4
Cc1ccccc1NC(=O)c1cccc(S(=O)(=O)Nc2cccc(C(=O)O)c2)c1
→ 28% | 6
CCOC(=O)c1csc(NC(=O)c2ccc(OC)c(OC)c2)n1
→ 20% | -3

(cont.)
Order of results: Lipid storage S3 | Lipid storage S3 cell count max
COc1cccc(NC(=O)Cn2c(CCC(=O)O)ccc2-c2ccccc2)c1
→ -1% | 12
CCOC(=O)c1nn(-c2cccc(C)c2)cc1C(=O)c1ccccc1
→ ? | nt
COc1ccc(C(=O)Nc2ccc(C(=O)N3CCCCC3)cc2)cc1OC
→ ? | nt
CC(C)(C)OC(=O)[C@H](Cc1ccccc1)NC(=O)c1nc[nH]c1C(=O)NCc1ccccc1
→ -15% | -21
COCCN(CC(=O)NCc1ccccc1)C(=O)CCC(=O)Nc1nccs1
→ 17% | 10
COc1ccc(CNC(=O)c2nc(S(=O)(=O)Cc3ccccc3)ncc2Cl)cc1
→ ? | nt
O=C(COc1ccc(Cl)cc1Cl)N(Cc1ccco1)C1CCS(=O)(=O)C1 (stereo not drawn)
→ ? | nt
COc1ccc(-c2ccc(/C=C3/C(=N)N4C=CSC4=NC3=O)o2)c([N+](=O)[O-])c1
→ ? | nt
O=C(COC(=O)COc1ccccc1)NC1CCCC1
→ 10% | -6
